NCOA3 inh = SRC3 coactivator transcriptional activity inhibitors, primary screen, cell-based, luminescence; Nuclear receptor coactivator 3 (Homo sapiens), Q9Y6Q9; inhibition, % at 3.6 µM; actives 0.17% (n = 360,000); HEK293 GAL4-SRC3 luciferase reporter; AID 588352, 2011;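 active = inhibition above a per-campaign cutoff, the mean of all compounds plus 3 SD, cut at about 60% in these data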;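 note: 0% = DMSO-treated cells and 100% = gossypol-treated cells at 36 µM; higher means less SRC3-driven luciferase light from the GAL4 reporter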
LRH-1 inv ag = LRH-1 (NR5A2) inverse agonists, primary screen, cell-based, luminescence, HEK293T, StAR-luciferase reporter; Nuclear receptor subfamily 5 group A member 2 (Homo sapiens), O00482; LRH-1 transfected, 24 h; inhibition, % at 3.6 µM; actives 0.13% (n = 360,000);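 active = inhibition above the mean inhibition of all tested compounds plus 3 SD, cut at about 73% in these data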;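 note: 0% = DMSO wells and 100% = reporter-only cells lacking LRH-1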
TROY signal inh = inhibitors of TROY-driven NF-kB signaling, primary screen, Q293 LMP1-TROYcd cells, NF-kB luciferase, uHTS; Q293 LMP1-TROYcd NF-kB luciferase reporter, 4 h; inhibition, % at 10 µM; actives 0.98% (n = 360,000); AID 1347056, 2019;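 active = compounds whose plate-normalised and pattern-corrected inhibition of the luciferase reporter signal at the single screening dose is 50% or more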
NCOA1 inh = SRC1 coactivator transcriptional activity inhibitors, primary screen, cell-based, luminescence | Nuclear receptor coactivator 1 (Homo sapiens), Q15788 | actives 0.12% (n = 360,000) | HEK293 GAL4-SRC1 luciferase reporter | AID 588354, 2011 | inhibition, % at 3.6 µM;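 active = inhibition above the campaign mean plus 3 SD, with each screening campaign given its own cutoff, cut at about 60% in these data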;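 note: 0% = DMSO treated cells and 100% = gossypol at 36 µM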
KKLEB cytotox = cytotoxicity in KKLEB CF airway cells, primary screen, cytotoxicity control for CF NF-kB inhibitor project, cell-based, uHTS, fluorescence assay plates; AID 602141, 2011; activity change (cytotoxicity), % at 5 µM; actives 0.36% (n = 360,000); KKLEB CF airway cells viability, ATPlite luminescence, overnight; hits give low values; cells stimulated with P. aeruginosa culture filtrate;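 active = corrected activity change at or below -50% at 5 µM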
CF NFkB block = inhibitors of PAF-induced NF-kB signaling, primary screen, cell-based, GFP fluorescence, uHTS | KKLEB NF-kB-GFP reporter, GFP fluorescence overnight | inhibition, % at 5 µM | actives 0.86% (n = 360,000) | AID 588850, 2011;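 active = at least 50% inhibition at 5 µM, scaled per plate between neutral and stimulator controls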;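 note: PAF is a Pseudomonas aeruginosa culture filtrate used as stimulus; plate controls were PAF-stimulated DMSO wells for no effect and unstimulated DMSO wells for full effect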
LMP1 NFkB inh = EBV LMP1-driven NF-kappaB luciferase reporter inhibitors, primary screen, cell-based, luminescence, single point; LMP1-induced NF-kappaB luciferase reporter cells; inhibition, % at 12.5 µM; actives 0.69% (n = 350,000); AID 504558, 2011; in the data active = inhibition above about 41%;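 note: 0% = neutral control wells and 100% = reference inhibitor control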
NCOA2 inhibitor = inhibition of GAL4-SRC2 driven luciferase reporter, primary screen, SRC2 inhibitor project, cell-based, luminescence | HEK293 GAL4-SRC2 luciferase reporter | Nuclear receptor coactivator 2 (Homo sapiens), Q15596 | inhibition, % at 9 µM | actives 0.17% (n = 370,000);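 active = inhibition above the mean inhibition of all tested compounds plus 3 SD, set per campaign, cut at about 52% in these data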;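 note: 0% = DMSO treated cells and 100% = cells given Gossypol at 36 µM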
TRAIL sens C8 = viability loss with TRAIL in NB7+C8 cells, primary screen, TRAIL sensitizer project, cell-based, ATPlite luminescence | inhibition (viability loss, TRAIL sensitization), % at 10 µM | actives 1% (n = 360,000);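 active = compounds causing at least 50% loss of cell viability in the single-dose screen, relative to plate controls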
NR2F2 inh = NR2F2 transcriptional activity inhibitors, primary screen, cell-based, luciferase reporter, HEK293T, luminescence | COUP transcription factor 2 (Homo sapiens), P24468 | inhibition, % at 8.6 µM | actives 0.7% (n = 370,000) | HEK293T NGFI-A luciferase reporter;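 active = inhibition above a per-plate cutoff, mean inhibition of test wells between control levels plus 3 SD, cut at about 38% in these data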;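 note: cells cotransfected with COUP-TFII expression vector driving the NGFI-A reporter; 0% = median of COUP-TF2 test wells and 100% = reporter-only cells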
TWEAK-Fn14 inh = inhibitors of TWEAK-Fn14 signaling, primary screen, luciferase reporter cells, uHTS; TWEAK-stimulated Fn14 reporter cells, luciferase luminescence, 8 h; inhibition, % at 10 µM; actives 2% (n = 360,000); AID 1159606, 2016; in the data active = inhibition above about 50%
Active calls of the source: *; x = no result given.

SMILES | NCOA3 inh | LRH-1 inv ag | TROY signal inh | NCOA1 inh | KKLEB cytotox | CF NFkB block | LMP1 NFkB inh | NCOA2 inhibitor | TRAIL sens C8 | NR2F2 inh | TWEAK-Fn14 inh
CCCCSc1cc(=O)[nH]c(N)n1 | 7 | 7 | 6 | 9 | -2 | 13 | -4 | -9 | 0 | 1 | -3
C[C@H]1CN([C@@H](C)CO)C(=O)CCCn2nncc2CO[C@@H]1CN(C)C(=O)c1ccc2ccn(C)c2c1 | -4 | 23 | -1 | 6 | 5 | -2 | -1 | 7 | 9 | -8 | 5
CC(C)c1ccc(NC(=O)C2CCCN(S(=O)(=O)c3ccc4c(c3)C(C)(C)C(=O)N4C)C2)cc1 (stereo not drawn) | 21 | -6 | 20 | 5 | -19 | 42 | 13 | 17 | 5 | 6 | 24
COC(=O)c1cc(NC(=O)c2cccc(F)c2)cc(C(=O)OC)c1 | -1 | 14 | -5 | -1 | -8 | -48 | 4 | 2 | -7 | 6 | 2
COC(=O)c1sccc1NC(=O)c1ccco1 | -5 | -33 | 3 | -1 | -3 | 4 | 7 | -30 | -14 | 3 | 16
CCn1c(SCC(=O)NC(C)c2ccccc2)nc2ccccc21 (stereo not drawn) | 9 | 7 | 11 | 19 | 7 | -4 | 8 | x | -8 | x | 6
O=C(CCn1c(=O)oc2ccccc21)N(Cc1ccccc1)c1ccccn1 | -6 | -5 | -18 | 4 | -12 | 11 | -12 | -1 | -10 | -7 | -6
COc1ccccc1CCNC(=O)C(=O)NCC1CCCN1S(=O)(=O)c1ccccc1 (stereo not drawn) | 9 | 17 | 21 | -10 | 5 | -23 | 6 | 31 | 30 | 23 | 17
Nc1sc(-c2ccccc2)cc1C(=O)N/N=C/c1ccc(Cl)cc1 | 18 | 4 | -38 | -13 | 6 | -7 | -2 | -12 | 0 | -19 | -21
COc1ccc(F)cc1C(=O)C1CCCN(C(=O)CSc2ccccn2)C1 (stereo not drawn) | 3 | 7 | -14 | -122 | 3 | 11 | -2 | -17 | -14 | -3 | 4
Cn1c(N)c(C(=O)COC(=O)[C@H](Cc2ccccc2)N2C(=O)c3ccccc3C2=O)c(=O)n(C)c1=O | -5 | 8 | -4 | -8 | -3 | 9 | -4 | -6 | -1 | 24 | 18
O=C(NC1CCCCCC1)C1CCC(CNS(=O)(=O)c2ccc(Br)s2)CC1 (stereo not drawn) | 20 | -3 | 20 | 1 | -14 | 31 | 3 | -10 | 22 | 5 | -4
O=C(NC(=S)Nc1ccc(Br)cn1)c1cccs1 | -92 | -121 | -6 | -81 | 17 | -8 | 0 | -58 | 65* | -26 | 12
O=C(COC(=O)CNS(=O)(=O)c1ccc(F)c(F)c1F)NC1CCCC1 | 9 | -31 | -17 | 3 | -2 | 6 | -3 | -47 | -3 | -7 | -1
CCOc1ccc(C2=Nn3c(nnc3-c3ccccn3)SC2)cc1 | 0 | 14 | 3 | 7 | -2 | -9 | 10 | -28 | -10 | 0 | -5
N/C(=N\O)c1ccncc1 | 17 | -7 | -10 | -13 | 1 | 9 | -9 | 1 | -2 | -10 | 7
O=C(CN1CCN(Cc2ccc(F)cc2Cl)C1=O)NCCCN1CCOCC1 | -26 | -14 | -3 | -11 | 19 | -36 | -9 | 3 | -11 | 1 | 5
CC(C)N(C(=O)COC(=O)c1ccc(Cl)s1)c1ccccc1 | -13 | 2 | 4 | -13 | 8 | -20 | 2 | -2 | -13 | 10 | 12
COc1cccc2c(N/N=C/c3ccco3)cc(C)nc12 | -16 | -42 | -20 | -71 | -4 | 17 | -3 | -5 | -5 | -3 | -29
O=C(NC(=S)Nc1ccc(Cl)cc1)c1ccccc1 | -21 | -18 | -42 | -11 | 2 | -6 | -7 | -43 | -7 | -39 | -26

Entries of single compounds from above.
Record of Cn1c(N)c(C(=O)COC(=O)[C@H](Cc2ccccc2)N2C(=O)c3ccccc3C2=O)c(=O)n(C)c1=O = NCOA3 inh = -5; LRH-1 inv ag = 8; TROY signal inh = -4; NCOA1 inh = -8; KKLEB cytotox = -3; CF NFkB block = 9; LMP1 NFkB inh = -4; NCOA2 inhibitor = -6; TRAIL sens C8 = -1; NR2F2 inh = 24; TWEAK-Fn14 inh = 18
Record of COc1ccc(F)cc1C(=O)C1CCCN(C(=O)CSc2ccccn2)C1 (stereo not drawn) = NCOA3 inh = 3; LRH-1 inv ag = 7; TROY signal inh = -14; NCOA1 inh = -122; KKLEB cytotox = 3; CF NFkB block = 11; LMP1 NFkB inh = -2; NCOA2 inhibitor = -17; TRAIL sens C8 = -14; NR2F2 inh = -3; TWEAK-Fn14 inh = 4

Some of the entries so far, as tab-separated lines.
mol	NCOA3 inh	LRH-1 inv ag	TROY signal inh	NCOA1 inh	KKLEB cytotox	CF NFkB block	LMP1 NFkB inh	NCOA2 inhibitor	TRAIL sens C8	NR2F2 inh	TWEAK-Fn14 inh
C[C@H]1CN([C@@H](C)CO)C(=O)CCCn2nncc2CO[C@@H]1CN(C)C(=O)c1ccc2ccn(C)c2c1	-4	23	-1	6	5	-2	-1	7	9	-8	5
CC(C)c1ccc(NC(=O)C2CCCN(S(=O)(=O)c3ccc4c(c3)C(C)(C)C(=O)N4C)C2)cc1 (stereo not drawn)	21	-6	20	5	-19	42	13	17	5	6	24
COC(=O)c1cc(NC(=O)c2cccc(F)c2)cc(C(=O)OC)c1	-1	14	-5	-1	-8	-48	4	2	-7	6	2
COC(=O)c1sccc1NC(=O)c1ccco1	-5	-33	3	-1	-3	4	7	-30	-14	3	16

The list continues:
SMILES | NCOA3 inh | LRH-1 inv ag | TROY signal inh | NCOA1 inh | KKLEB cytotox | CF NFkB block | LMP1 NFkB inh | NCOA2 inhibitor | TRAIL sens C8 | NR2F2 inh | TWEAK-Fn14 inh
CC(C)CC(COCc1ccc(F)cc1)N1CCN(C(=O)c2cccc(C(F)(F)F)c2)CCC1=O (stereo not drawn) | 4 | -1 | 5 | -2 | -8 | 7 | 6 | -3 | 8 | -4 | -9
COc1ccc(-c2noc(CN(C)CCC3CCCCO3)n2)cc1 (stereo not drawn) | 1 | 8 | 12 | -2 | 7 | 0 | 1 | -3 | 4 | 16 | 4
CCCCn1cc(C(C)(C)C)c(C#N)c1NC(C)=O | 4 | 12 | -5 | -6 | -4 | 8 | -2 | 9 | 0 | -4 | 3
CCOc1ccc(OCCSc2nc(C)cc(=O)[nH]2)cc1 | -42 | -100 | 4 | -62 | -21 | 33 | -5 | -28 | -5 | -12 | 3
CC(=O)Nc1ccc(C(=O)NNC(=O)CCCCC(=O)NNC(=O)c2ccc(NC(C)=O)cc2)cc1 | 14 | -11 | 4 | 11 | 13 | -9 | -2 | 15 | -2 | 11 | -15
C=C1CCN(Cc2ccccc2)S(=O)(=O)c2ccccc21 | 2 | 7 | 3 | -13 | -6 | 1 | 2 | 8 | 13 | 13 | -9
OC(c1cccc(Cl)c1)c1ncc(-c2ccc(C(F)(F)F)cc2)[nH]1 (stereo not drawn) | 4 | 6 | 5 | 3 | -7 | -16 | x | x | 10 | x | -28
CCC(=O)NNc1nc2c(C)cccc2s1 | 6 | 6 | 5 | 13 | -3 | 13 | -6 | 11 | -5 | -10 | 1
COc1cccc(NC(=O)C(=O)N/N=C/c2cc(C)n(-c3ccc(Cl)c(Cl)c3)c2C)c1 | -22 | -32 | -41 | -22 | -20 | 9 | -8 | -3 | -5 | -2 | -29
C[C@]12CC[C@@H]3c4ccc(O)cc4CC[C@H]3[C@@H]1CC[C@@H]2OC(=O)CCC(=O)O | -2 | 8 | -10 | -17 | 13 | -5 | 1 | 6 | -8 | 12 | -7
CNC(=O)COc1ncnc2sccc12 | 17 | -14 | 1 | -2 | -20 | -2 | -4 | -34 | 5 | 7 | 10
CCCCCCNc1nc(NCc2ccco2)nc(OCC)n1 | -2 | -14 | -5 | -7 | -9 | 18 | -3 | 16 | -2 | -13 | -17
Cc1ccc(C(C(=O)Nc2ccc3c(c2)OCO3)N(C)C(=O)Cc2c[nH]c3ccccc23)cc1 (stereo not drawn) | 7 | -5 | -30 | -1 | -7 | 2 | 5 | 11 | 21 | 2 | -7
O=C(CSc1nnc(CNC(=O)c2ccc(F)cc2)o1)Nc1ccc2c(c1)OCCO2 | -18 | 6 | 3 | -2 | -1 | 6 | 2 | -27 | -10 | -5 | -14
CC(=O)c1ccc(NC(=O)CSc2ccc(-c3ccc(-n4cccn4)cc3)nn2)cc1 | -10 | -24 | -36 | -12 | -4 | -6 | -21 | -26 | 18 | -18 | -38
CCOC(=O)C1CCN(C(c2cc(OC)c(OC)c(OC)c2)c2sc3nc(C)nn3c2O)CC1 (stereo not drawn) | -11 | -14 | 6 | 3 | 49 | -70 | -2 | 4 | -1 | -13 | -13
Cc1ccc2c(c1)NCC(C(=O)NC1CCCCC1)O2 (stereo not drawn) | 3 | -9 | 5 | 0 | -5 | 2 | -28 | x | 1 | x | -10
Cc1ccc(CNC(=O)C2CC3Cn4c(nc5cc(Cl)c(Cl)cc54)C3N2C)o1 (stereo not drawn) | -23 | 5 | -5 | 0 | -17 | 10 | -5 | -1 | -7 | -8 | -2
CCOC(=O)c1c(C)c(C(=O)N(C)C2CCCCC2)c(C)n1C | 2 | -38 | -22 | -2 | 7 | 11 | -8 | -49 | 12 | -12 | -21
CC1=C(C(=O)N2CCCCCC2)CC(CC(=O)NC2CCCCC2)C(=O)N1Cc1ccccc1 (stereo not drawn) | 11 | 1 | -2 | -7 | -10 | 0 | x | 3 | 5 | 4 | -4
CCCn1c(=O)c(C(=O)Nc2ccccc2C)c(O)c2ccccc21 | -36 | -14 | -5 | 4 | 13 | 2 | -12 | -16 | -5 | -10 | -2

Source: PubChem BioAssay
